High-throughput results as filed in PubChem BioAssay.
Anthrax LF inh2: Bacillus anthracis LF protease inhibitors, primary screen, biochemical, multiplex microsphere, MLPCN library | multiplex microsphere protease cleavage assay | Lethal factor (Bacillus anthracis), P15917 | 0.12% of 360,000 active | inhibition, % at 10 µM | AID 588501, 2011; in the data active means inhibition above about 30%; inconclusive means no clear call, values can overlap the other calls; further: plate controls were buffer without enzyme for full effect and enzyme alone for no effect
MazEF act: activators of E. coli MazEF toxin-antitoxin RNase, primary screen, biochemical, fluorescence, uHTS | 0.32% of 350,000 active | activation, % at 20 µM | FAM/BHQ RNA-DNA oligo cleavage fluorescence, 5 h | Endoribonuclease toxin MazF (Escherichia coli (strain K12)), P0AE70; in the data active means activation above about 50%
Target sequence (P0AE70 whole entry, looked up): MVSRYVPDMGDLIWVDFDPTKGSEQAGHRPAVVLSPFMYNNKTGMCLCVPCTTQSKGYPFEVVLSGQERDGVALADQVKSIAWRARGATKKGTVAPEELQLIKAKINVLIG
PfHsp40 rescue: rescue of yeast from PfHsp40 toxicity, primary screen, S. cerevisiae, ATP luminescence. growth rescue, % at 12.5 µM. S. cerevisiae expressing PfHsp40, growth rescue. 0.68% of 340,000 active; in the data active means growth rescue above about 28%, passing the limit was not always enough; inconclusive means no clear call, values can overlap the other calls;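 further: yeast W303a lacking pdr1 and pdr3 grown in galactose medium; growth measured after three days at 30 °C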
Yp Topo-I inh: Yersinia pestis topoisomerase I inhibitors, primary screen, biochemical, cleavage product accumulation, plate reader, single point; DNA topoisomerase I (Yersinia pestis CO92); Y. pestis Topo-I cleavage product accumulation; activity, % at 10 µM; 0.064% of 360,000 active; in the data active means activity above about 50%, passing the limit was not always enough; inconclusive means no clear call, values can overlap the other calls; further: inactives centre near 2
Rv3671c inh: Rv3671c serine protease inhibitors, primary screen, biochemical, fluorescence polarization, M. tuberculosis H37Rv; P9WHR9; inhibition, % at 5.96 µM; 0.048% of 320,000 active; AID 2606, 2010; in the data active means inhibition above about 38%;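 further: extracellular domain of Rv3671c used as enzyme; 0% = enzyme with DMSO and 100% = no enzyme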
Target sequence (P9WHR9 whole entry, looked up, the tested form may be a part): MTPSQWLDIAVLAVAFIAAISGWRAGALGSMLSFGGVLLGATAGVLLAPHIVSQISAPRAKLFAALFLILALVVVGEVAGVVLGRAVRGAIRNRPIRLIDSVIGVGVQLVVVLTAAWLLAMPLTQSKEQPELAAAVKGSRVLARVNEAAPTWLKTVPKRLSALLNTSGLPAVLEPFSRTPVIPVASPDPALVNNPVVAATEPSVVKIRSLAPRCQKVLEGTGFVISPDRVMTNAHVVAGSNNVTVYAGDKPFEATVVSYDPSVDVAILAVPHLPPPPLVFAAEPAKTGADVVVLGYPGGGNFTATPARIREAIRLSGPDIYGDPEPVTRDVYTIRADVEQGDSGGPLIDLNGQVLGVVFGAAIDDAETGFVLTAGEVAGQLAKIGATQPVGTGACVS
TcdB inh: TcdB glycohydrolase inhibitors, primary screen, biochemical, single point, plate reader; Toxin B (Clostridioides difficile), P18177; TcdB glycohydrolase enzymatic assay; inhibition, % at 9.99 µM; 0.24% of 350,000 active; in the data active means inhibition above about 10%
3CLpro inhibitor: SARS-CoV 3CLpro protease inhibitors, primary screen, biochemical, quenched FRET. Replicase polyprotein 1ab (Severe acute respiratory syndrome coronavirus), P0C6X7. 0.14% of 290,000 active. recombinant SARS-CoV 3CLpro, quenched FRET peptide cleavage. inhibition, % at 6 µM; in the data active means inhibition above about 12%
VHR inh abs: VHR1 phosphatase inhibitors, primary screen, biochemical, absorbance, uHTS | recombinant VHR phosphatase, pNPP absorbance | inhibition, % at 13.3 µM | AID 1654, 2009 | 0.52% of 290,000 active; in the data active means inhibition above about 50%; further: some compounds called inactive have numbers as strong as hits
Target sequence (P51452 whole entry, looked up): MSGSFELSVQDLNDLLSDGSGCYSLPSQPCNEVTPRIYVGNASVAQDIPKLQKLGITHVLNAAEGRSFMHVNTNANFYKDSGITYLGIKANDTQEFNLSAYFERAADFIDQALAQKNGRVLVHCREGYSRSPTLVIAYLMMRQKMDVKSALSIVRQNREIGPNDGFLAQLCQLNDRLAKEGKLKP
BH1578 lux ind: inducers of Vibrio cholerae quorum light production without autoinducers, primary screen, BH1578 luxS cqsA deficient, single point; V. cholerae BH1578 lux reporter, luminescence, 6 h; activation, % at 18.7 µM; 0.16% of 350,000 active; AID 588436, 2011; in the data active means activation mostly above about 9.7%, no sharp cut-off; inconclusive means no clear call, values can overlap the other calls; inactive means mostly below about 3.7%; further: not every result past the cut was called active; inactives centre near 0; reference of the scale not given here
PriA SSB inh: inhibitors of Klebsiella pneumoniae PriA binding to SSB C-terminal tail, primary screen, biochemical, AlphaScreen | AID 1272365, 2023 | 0.6% of 430,000 active | AlphaScreen SSBct-PriA binding, biotinylated peptide | inhibition, % at 33 µM | PriA–SSB C-terminal tail interaction (Klebsiella pneumoniae); in the data active means inhibition mostly above about 37%, no sharp cut-off; inactive means mostly below about 20%;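 further: plate controls were negative control peptide for no effect and reference peptide for full effect; strong numbers were not always called active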
* marks the source's active call; other numbers are inactive results; i = inactive; ? = inconclusive; . = not tested or not shown.

molecule | Anthrax LF inh2 | MazEF act | PfHsp40 rescue | Yp Topo-I inh | Rv3671c inh | TcdB inh | 3CLpro inhibitor | VHR inh abs | BH1578 lux ind | PriA SSB inh
Cc1ccc(OCCC(=O)OC(C)C(=O)NC2CC2)cc1 (stereo not given) | 0 | 5 | -1.0 | 2 | 3 | 1.0 | . | . | 1.1 | -6
Cc1nc(CC(=O)N2CCN(S(=O)(=O)c3ccccc3C#N)CC2)cs1 | -2 | -5 | -0.9 | 4 | -7 | . | -2 | 19 | i | -3
Cc1c2ccccc2nc2c(F)c(NC(C)C)c(F)c(F)c12 | 0 | 6 | 1.7 | 7 | -4 | . | 3 | 21 | 0.0 | 4
O=S(=O)(Nc1cccc2c1ccc1cccn12)c1cccs1 | -3 | 3 | 2.3 | -2 | -1 | . | -2 | 9 | -0.3 | -1
CSCC(=O)Nc1nc(-c2ccc3c(c2)OCCO3)cs1 | -3 | 4 | 2.2 | -13 | -7 | 2.6 | 3 | 0 | . | 10
Cc1ccc(N(Cc2ccc([N+](=O)[O-])cc2)C(=O)c2ccco2)cc1 | 10 | 5 | -0.6 | 41 | 2 | . | -1 | 23 | 2.4 | 17
O=C(CSc1ncnc2sc3c(c12)CCCC3)c1ccccc1 | -4 | 16 | -0.3 | 5 | -10 | . | 1 | -9 | -5.9 | -8
Cc1ccc(-n2c(SCC(=O)NCc3ccco3)nnc2-c2cccnc2)c(C)c1 | 2 | -2 | -0.8 | 14 | -6 | . | 0 | . | 1.4 | 6
COc1ccc2c(c1)C(C)CC(C)(C)N2C(=O)CSc1nc2ccccc2s1 (stereo not given) | 0 | -1 | 0.6 | 6 | -8 | . | -6 | 34 | -4.5 | -11
O=C(COc1c(Br)cc(Br)cc1Br)N/N=C/c1ccco1 | 3 | -10 | -3.0 | -3 | . | . | 5 | 13 | i | .
CN(CCC1CCOCC1)C(=O)C1CCC(=O)N(CCc2ccccc2)C1 (stereo not given) | -5 | 10 | -0.8 | -4 | 5 | -4.7 | 1 | 10 | i | 6
COc1cc(C)ccc1OCC(=O)NC1CCCCCC1 | -5 | 4 | 0.1 | 10 | -12 | 3.7 | . | . | -3.7 | -13
Cn1c(=O)n(C)c2cc(/C=N/n3cnnc3)ccc21 | -7 | 7 | 0.3 | -5 | 6 | . | -4 | 23 | -0.7 | .
COc1ccccc1-c1ccc(SCC(=O)NC2CCCC2)nn1 | . | -1 | 0.3 | 5 | -8 | 1.3 | . | . | -0.3 | -5
CC(=O)Nc1ccc(-c2ccnc3c2CC(C(=O)Nc2cccc(OC(F)(F)F)c2)O3)cc1 (stereo not given) | -8 | . | . | -15 | . | 0.7 | . | . | i | .
CCc1nnc(NC(=O)C23CC4CC(CC(C4)C2)C3)s1 | -6 | 0 | -0.2 | -8 | 10 | 0.3 | 4 | 2 | i | 8
COc1ccc(OC)c(NC(=O)CSc2nc3cccnc3n2C)c1 | -1 | -2 | 0.9 | 7 | 0 | . | -6 | -6 | i | 2
Cn1cccc1/C=C1\SC(=O)N(CC(=O)Nc2ccc(Cl)cc2)C1=O | 1 | -2 | 0.8 | 3 | -35 | 3.7 | -2 | 27 | i | -7
CCCCC(=O)Nc1cccc(-c2cn3ccsc3n2)c1 | 4 | -3 | -0.7 | -4 | 1 | . | -1 | 18 | 1.1 | 26
CC(c1ccccc1)C1C(C#N)=C(N)OC2=C1C(=O)CC(C)(C)C2 (stereo not given) | -1 | -3 | -0.8 | -2 | 1 | . | 3 | 17 | 5.3 | 2
COc1ccccc1C(=O)NC(=S)N1CCc2ccccc21 | -7 | -9 | 0.5 | -1 | 1 | 0.0 | 1 | 15 | -0.3 | 12
COc1ccc2c(c1OC)C(=O)N1C2SC[C@H]1C(=O)NC1CCCC1 (stereo not given in full) | -3 | 9 | -0.1 | 6 | -2 | 0.0 | -2 | -4 | 3.1 | -3
CCOc1cc(C2Nc3cccc4cccc(c34)N2)ccc1O | -10 | 1 | 6.4 | -55 | 14 | . | -3 | 19 | i | 0
COc1cc(-c2nc3ccccn3c2N)ccc1O | -12 | 9 | 0.7 | 2 | -1 | 0.9 | 0 | -4 | -0.3 | -15
CCn1c(SCC(=O)Nc2ccccc2OC)nc2ccccc2c1=O | 3 | -2 | 3.3 | 2 | 12 | . | -3 | 7 | i | -3
Cc1ccc(C)c(CNS(=O)(=O)c2c(C)[nH]c(C)c2C(=O)N2CCCC2)c1 | 0 | 4 | -0.5 | 2 | 13 | 1.6 | -2 | 14 | i | -5
O=C(COc1ccccc1Cl)NCCCNC(=O)c1cnccn1 | 0 | 6 | -0.3 | 0 | 1 | 0.9 | 0 | -8 | 0.3 | -3
Oc1ccc(NC(=S)Nc2ccc(O)cc2)cc1 | -3 | 6 | -0.5 | -1 | 3 | 9.2 | 3 | 2 | -0.3 | 10
Cn1cnc2nc3n(c2c1=O)CCC3 | -2 | 5 | 1.5 | 12 | 0 | . | -3 | -24 | 5.3 | -5
O=C(C[n+]1ccc(-c2cc(C(=O)Nc3cccc(C(F)(F)F)c3)c3ccccc3n2)cc1)c1cccc([N+](=O)[O-])c1 | -13 | -8 | 0.0 | -13 | -1 | 1.3 | 1 | 22 | -0.1 | 24

Other structures
molecule | Anthrax LF inh2 | MazEF act | PfHsp40 rescue | Yp Topo-I inh | Rv3671c inh | TcdB inh | 3CLpro inhibitor | VHR inh abs | BH1578 lux ind | PriA SSB inh
OCC1OC(n2cnc3c(NCc4ccccc4O)ncnc32)C(O)C1O (stereo not given) | -5 | 5 | -0.4 | 0 | . | 1.4 | . | . | -1.1 | -16
COCc1cc(C)nc(NCCc2ccccc2)c1C#N | -1 | 0 | -0.6 | 0 | -3 | . | -1 | -14 | i | -58
COc1ccc(NC(=O)CN(C)C(=O)c2ccc(-c3cccc(C(F)(F)F)c3)o2)cc1 | -4 | -1 | -0.7 | 14 | -2 | 0.9 | 5 | 18 | -3.6 | -4
COc1cc(NC(=S)N2CCN(C)CC2)cc(OC)c1 | -4 | 3 | -2.0 | 1 | -6 | -0.2 | 2 | 4 | i | -20
Cc1cccc(NC(=S)N/N=C2/CCCCc3ccccc32)c1 | -1 | 3 | -1.4 | 31 | -2 | . | 0 | -3 | -0.4 | .
CCC(CC)C(=O)Nc1cc([N+](=O)[O-])ccc1F | 0 | 1 | -0.9 | -6 | 1 | . | -3 | -6 | -0.2 | -8
COc1ccc(CCNC(=O)c2cc3c(=O)n4ccccc4nc3n(CCCN3CCOCC3)c2=N)cc1 | 1 | 23 | 0.7 | 12 | -7 | 2.2 | -1 | -13 | i | 6
O=C(Nc1cc(=O)[nH]c2ncnn12)c1ccc(Cl)cc1Cl | 1 | -1 | -0.9 | 6 | 1 | . | 3 | 17 | . | 6
O=C(O)C1CCCC2CN3CCc4c([nH]c5ccccc45)C3C(O)C21 (stereo not given) | . | 23 | 1.0 | 3 | 6 | 0.2 | -3 | 56* | i | 22
COc1ccc(NC(=O)CSc2nc3ccccc3c(=O)n2CCNC(C)=O)c(OC)c1 | -2 | 7 | -0.2 | -2 | -2 | . | -1 | 15 | -0.3 | -4
CCn1c(SCc2nc3sc(C(=O)O)c(C)c3c(=O)[nH]2)nnc1-c1ccc(Cl)cc1 | -3 | -6 | 0.0 | 4 | -4 | -0.5 | -4 | 2 | 3.1 | -10
CN(Cc1ccco1)C(=O)CN1C(=O)NC(c2ccccc2)(c2ccccc2)C1=O | 2 | 0 | 0.0 | 4 | . | 1.5 | . | . | i | 10
CCCCN(Cc1cc2ccccc2[nH]c1=O)S(=O)(=O)c1ccc(C)cc1 | -1 | 0 | 3.0 | 20 | -3 | 0.5 | 8 | -18 | 3.0 | -15
CCOc1ccc(C(C)C)cc1S(=O)(=O)N1CCN(C(=O)c2ccco2)CC1 | 0 | 0 | 0.1 | 35 | -10 | 0.0 | -4 | 22 | i | 0
O=C(O)c1cccc(O)c1O | 1 | 6 | 0.5 | 1 | 7 | -1.2 | . | . | i | -8
COc1ccc(NS(=O)(=O)c2cccc(Cl)c2Cl)cc1S(=O)(=O)N1CCCCC1 | -2 | -4 | 1.6 | 1 | -8 | 1.4 | -2 | 8 | -0.2 | 4
CC1CC(C)CN(CCCNC(=O)Cn2ncc3c(=O)oc4ccccc4c32)C1 (stereo not given) | -1 | 5 | -0.6 | -3 | -4 | 1.7 | -3 | 4 | -0.1 | -13
CCC(=Nc1ccc(OC)cc1OC)c1c(O)n(C)c(=O)n(C)c1=O | -2 | 4 | 0.4 | 10 | 0 | . | -1 | -4 | -8.3 | 0
O=C(Nc1ccccc1C(=O)Nc1ccccn1)c1cc(F)c(F)cc1Cl | -2 | 0 | 0.6 | 8 | . | 1.7 | -2 | -4 | -0.5 | -10
CCCC(=O)c1ccc(N2CCN(C(=O)c3ccc(Br)cc3)CC2)c(F)c1 | 2 | 5 | ? | 9 | -1 | . | 3 | 7 | i | -16
O=C(CSCc1ccc([N+](=O)[O-])cc1)Nc1ccccc1C(=O)O | -4 | 8 | -0.9 | 4 | -1 | 1.5 | -1 | 11 | -0.2 | 0
C/C(=C\C(=O)c1ccccc1)Nc1ccc(Cl)c(Br)c1 | -8 | -6 | -1.8 | 12 | -3 | . | 4 | . | i | .
CC(C)c1ccc(/C=N/NC(=O)c2nnn(-c3nonc3N)c2CSC2=NCCS2)cc1 | 0 | -10 | -1.2 | -4 | -9 | . | -2 | 0 | -0.2 | .
CCOC(=O)C1CCCN(C(=O)c2ccc([N+](=O)[O-])c(C)c2)C1 (stereo not given) | -2 | 0 | ? | -3 | -6 | . | 1 | 0 | i | -2
COc1ccc(NC(=O)Nn2cnnc2)cc1OC | -2 | 6 | 0.2 | 0 | -7 | 1.1 | 4 | 28 | 0.3 | -18
Cc1ccccc1OCCN1C(=O)C(=O)c2cccc(C)c21 | 2 | 10 | -1.7 | -4 | -10 | . | 5 | -5 | -0.3 | -9
O=C(Nc1cccc(S(=O)(=O)N2CCCCC2)c1)C1=NN(c2ccccc2)C(=O)CC1 | . | -1 | 0.6 | 5 | -4 | 0.7 | . | . | i | 0
Cc1cccc(OCc2nnc(SCc3nc4cc(C(F)(F)F)ccc4c(=O)[nH]3)o2)c1 | 0 | 16 | 2.0 | 1 | -35 | . | 0 | 2 | i | -4
CN1c2ccccc2Oc2c(c(=O)n(C)c(=O)n2C)C1c1cccc([N+](=O)[O-])c1 (stereo not given) | -1 | 1 | -1.0 | 13 | -5 | . | -8 | 9 | -0.4 | -11

Profiles from above:
Shown for CCC(=Nc1ccc(OC)cc1OC)c1c(O)n(C)c(=O)n(C)c1=O → Anthrax LF inh2: -2; MazEF act: 4; PfHsp40 rescue: 0.4; Yp Topo-I inh: 10; Rv3671c inh: 0; TcdB inh: .; 3CLpro inhibitor: -1; VHR inh abs: -4; BH1578 lux ind: -8.3; PriA SSB inh: 0
Shown for O=C(CSCc1ccc([N+](=O)[O-])cc1)Nc1ccccc1C(=O)O → Anthrax LF inh2: -4; MazEF act: 8; PfHsp40 rescue: -0.9; Yp Topo-I inh: 4; Rv3671c inh: -1; TcdB inh: 1.5; 3CLpro inhibitor: -1; VHR inh abs: 11; BH1578 lux ind: -0.2; PriA SSB inh: 0

Not all compounds are listed; rates above refer to the full screens.
